FBPA coupling cs – counter-screen for Giardia aldolase inhibitors: coupling enzyme system | coupling enzyme system counterscreen, AmpLite Red fluorescence | activity change, negative = inhibition, % at 58.2 µM, hits read low | actives 0.67% (n = 290,000); in the data active = activity change below about -30%; note: % is set by controls: 0 for no effect and ±100 for the full control effect
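Final compound at 57.5 uM, incubated 10 min at RT with coupling enzyme reagent (glyceraldehyde-3-phosphate), then 20 min with substrate and AmpLite Red detection. Fluorescence read at 525/598 nm; tests interference with the coupling assay, not aldolase inhibition.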
uPA surface inh – cell surface uPA generation inhibition. cell surface uPA generation assay, qHTS. Potency, µM (top dose mostly 38.3 µM), without a hit: top-dose activity change, negative = inhibition, most hits filed as inhibitors. actives 0.31% (n = 330,000). AID 540303; active = well fitted inhibition curve with a large enough effect; inconclusive = small, poorly fitted or top-dose-only effect; inactive = no such curve, though single readings can be large or run the other way; tested in mouse RAW 264.7 cells; note: potency is the fitted concentration of half-maximal effect; % is set by controls: 0 for no effect and ±100 for the full control effect; nearly all actives have a fitted effect of over 55% in size
NPC1 prom act – NPC1 promoter activation; Huh7 NPC1 promoter luciferase reporter, 24 h; Potency, µM (highest dose often 9.22 µM), for the others: at the highest dose activation, hits mostly activators; actives 2.4% (n = 320,000); AID 485313;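 note: potency is the fitted concentration of half-maximal effect; % of control where 0% means no effect; nearly all actives have a fitted effect of over 60% in size; reporter is driven by a mutant NPC1 promoter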
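Readout is luciferase luminescence, reflecting NPC1 promoter activation in stably transfected Huh7 cells after 24 h compound exposure at 37 °C in reduced-serum medium with 10% FBS.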
Gal4-VP16 FLuc – inhibits Gal4-VP16 luciferase reporter, ROR gamma counter-screen | Drosophila S2 Gal4-VP16 UAS-luciferase, luminescence, 20 h | Potency, µM (series often up to 53.6 µM), for the others: at the top dose activity, negative = inhibition, most hits filed as inhibitors | actives 3.5% (n = 310,000) | AID 2546;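 note: Gal4-VP16 expression switched on by copper sulfate through the metallothionein promoter; potency is the fitted concentration of half-maximal effect; % is set by controls: 0 for no effect and ±100 for the full control effect; nearly all actives have a fitted effect of over 50% in size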
ELG1 genotoxic – genotoxicity induction in ELG1-luciferase HEK293T cells; HEK293T ELG1-luciferase reporter, luminescence, 16 h; Potency, µM (titrated, usually from 46 µM), without a hit: top-dose activity change, positive = activation, hits mostly activators; actives 1.3% (n = 330,000); note: potency is the fitted concentration of half-maximal effect; % of control where 0% means no effect; nearly all actives have a fitted effect of over 60% in size
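After overnight (16 hr) compound treatment at 37 °C, ELG1-luciferase HEK293T cells were lysed with ONE-Glo; luminescence quantified 30 min later at room temperature.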
Tb PFK inh – T. brucei PFK enzyme inhibition | O15648 | T. brucei PFK, ADP-Glo luminescence | Potency, µM (series often up to 57.5 µM), for inactives: at the highest dose activity, negative = inhibition, hits mostly inhibitors | actives 0.17% (n = 330,000) | AID 485367;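 note: potency is the fitted concentration of half-maximal effect; 0% = uninhibited 1x PFK enzyme wells and -100% = no-enzyme wells; nearly all actives have a fitted effect of over 60% in size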
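1.25 nM PFK with 0.5 mM F6P and 0.1 mM ATP in 0.1 M TEA pH 8.0, 5 mM MgCl2, incubated 45 min at room temperature; ADP measured by ADP-Glo luminescence; compounds titrated up to 57 uM.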
RORgamma inh – blocks mouse ROR gamma transcriptional activity | P51450 | actives 5.4% (n = 310,000) | Potency, µM (doses to about 53.6 µM), inactives show at the highest dose activity change, negative = inhibition, hits mostly inhibitors | Drosophila S2 Gal4-RORgamma UAS-luciferase reporter, 20 h; note: potency is the fitted concentration of half-maximal effect; % is set by controls: 0 for no effect and ±100 for the full control effect; nearly all actives have a fitted effect of over 60% in size
Target sequence (P51450 whole entry, looked up, the tested form may be a part): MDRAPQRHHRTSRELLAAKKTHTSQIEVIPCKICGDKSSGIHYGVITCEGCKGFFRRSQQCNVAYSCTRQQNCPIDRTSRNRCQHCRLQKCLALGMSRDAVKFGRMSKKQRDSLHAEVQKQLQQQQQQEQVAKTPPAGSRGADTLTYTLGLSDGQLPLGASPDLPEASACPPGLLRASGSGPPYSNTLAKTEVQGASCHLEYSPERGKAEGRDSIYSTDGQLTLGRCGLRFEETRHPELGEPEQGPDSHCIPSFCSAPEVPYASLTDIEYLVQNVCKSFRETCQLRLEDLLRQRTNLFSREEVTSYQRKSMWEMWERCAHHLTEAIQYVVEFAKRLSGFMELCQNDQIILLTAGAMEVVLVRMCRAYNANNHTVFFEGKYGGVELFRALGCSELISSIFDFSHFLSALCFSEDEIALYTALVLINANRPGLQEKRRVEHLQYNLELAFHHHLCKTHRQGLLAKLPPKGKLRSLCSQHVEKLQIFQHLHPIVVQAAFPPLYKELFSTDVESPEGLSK
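Schneider cells (Drosophila), stable Gal4 DBD–ROR gamma + UAS-luc; 1 hr cmpd preincubation; Cu2+ induction 700 uM final; 20 hr ambient; luminescence.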
KCNH2 3.1 inh – KCNH2 3.1 (human) potassium channel inhibition; U2OS KCNH2 3.1, thallium flux FluxOr; active compounds read low; activity change, % (tested at about 1.8 µM); actives 0.95% (n = 340,000);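 active = maximum activity change below -70%; inconclusive = maximum activity change from -70% to -50%; inactive = maximum activity change above -50%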;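 note: thallium influx rate constant from kinetic fluorescence after stimulation buffer; % is set by controls: 0 for no effect and ±100 for the full control effect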
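Channel expression came from 3.1 mutant virus (1.77 x 10^8 /mL) applied to suspended U2OS cells for 4 h. Flux was tracked with FluxOr dye plus Red40 quencher, and kinetic rate constants normalized to controls.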
Rab9 prom act – Rab9 promoter activation | Huh7 Rab9 promoter-luciferase reporter, luminescence, 24 h | Potency, µM (titrated, usually from 9.22 µM), for the others: top-dose activation, negative = inhibition, most hits filed as activators | actives 2.8% (n = 320,000) | AID 485297; note: potency is the fitted concentration of half-maximal effect; % of control where 0% means no effect; nearly all actives have a fitted effect of over 60% in size
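Measured in stably transfected Huh7 cells bearing a Rab9 promoter–luciferase construct: 24 h compound treatment at 37 °C, followed by luminescence detection.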
FLuc counter – counter-screen for miR-21 project: firefly luciferase inhibitors or activators | P08659 | purified FLuc, Km substrates, luminescence inhibition | Potency, µM (doses to about 57.5 µM), without a hit: at the highest dose activity change, negative = inhibition, most hits filed as inhibitors | actives 6.9% (n = 360,000) | AID 588342;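 note: potency is the fitted concentration of half-maximal effect; plate controls were vehicle for no effect and reference inhibitor for full effect; nearly all actives have a fitted effect of over 55% in size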
Target sequence (P08659 whole entry, looked up): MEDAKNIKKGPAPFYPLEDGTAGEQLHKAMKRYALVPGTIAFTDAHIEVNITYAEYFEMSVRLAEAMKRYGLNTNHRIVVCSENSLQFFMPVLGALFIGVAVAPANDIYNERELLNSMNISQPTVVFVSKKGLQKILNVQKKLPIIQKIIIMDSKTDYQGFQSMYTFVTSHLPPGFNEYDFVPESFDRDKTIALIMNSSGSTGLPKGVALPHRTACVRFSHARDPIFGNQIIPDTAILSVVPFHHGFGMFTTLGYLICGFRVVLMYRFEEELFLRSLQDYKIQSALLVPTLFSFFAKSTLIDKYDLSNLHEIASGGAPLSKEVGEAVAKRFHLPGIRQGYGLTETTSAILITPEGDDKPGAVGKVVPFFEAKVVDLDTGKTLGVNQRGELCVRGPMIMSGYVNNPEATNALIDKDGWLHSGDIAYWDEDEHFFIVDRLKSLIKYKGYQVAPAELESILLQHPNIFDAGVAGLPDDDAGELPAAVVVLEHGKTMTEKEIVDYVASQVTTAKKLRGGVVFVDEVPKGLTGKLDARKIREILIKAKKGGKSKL
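Purified P. pyralis luciferase (10nM final) with 10uM D-luciferin and 10uM ATP (Km levels) in 50mM Tris acetate pH 7.5, 10mM Mg acetate, 0.01% Tween-20, 0.05% BSA; qHTS 6-point titration, ~60 µM downward; luminescence read.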
Giardia kill – Giardia lamblia killing | Giardia lamblia trophozoite viability | activity change, % at 7.66 µM, hits read low | actives 0.15% (n = 340,000) | AID 540267; in the data active = activity change below about -80%; inconclusive = between about -30% and that limit;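 note: parasites exposed to compound for two days anaerobically before the ATP read; % is set by controls: 0 for no effect and ±100 for the full control effect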
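Trophozoites 100 cells/well + cpd; 48 hrs, 37 deg C, anaerobic. ATPLite 1-Step added, 15-30 min RT, luminescence read (ATP-based viability).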
Starred values were filed as active, the others as inactive; ? = inconclusive; / = not tested or not shown; & = joins results of further samples; [ ] = dose if it differs, or a comment. Unless noted, calls come from the whole dose curve; as a rule, active = well fitted curve in the direction sought with a large enough effect; inconclusive = small, poorly fitted or top-dose-only effect, or another doubt; inactive = no such curve, though single readings can be large; an effect the other way counts as inactive or inconclusive.

SMILES	FBPA coupling cs	uPA surface inh	NPC1 prom act	Gal4-VP16 FLuc	ELG1 genotoxic	Tb PFK inh	RORgamma inh	KCNH2 3.1 inh	Rab9 prom act	FLuc counter	Giardia kill
COc1ccc(Cc2c(O)nc(SCC(C)C)[nH]c2=O)cc1	0	8%	-4%	5%	4%	-1%	13%	-10	-2%	3%	-10
c1ccc(NCn2cncn2)nc1	1	14%	2%	1%	0%	1%	4%	0	-4%	2%	16
Cc1ccc2c(C)c(C(=O)Nc3ccc(S(=O)(=O)Nc4onc(C)c4C)cc3)oc2c1	5	1%	-5%	-10%	0%	2%	44%	17	-3%	-17%	-21
N#Cc1ccc(-c2cn3c(n2)SCC3)cc1	-2	-3%	?	-13%	?	1%	0%	2	?	19µM*	-3
CS(=O)(=O)c1ccc(Cl)c(NC(=O)COC(=O)c2cccc(C#N)c2)c1	1	2%	-2%	-4%	-1%	2%	?	-2	-13%	-3%	2
C/C(=N\NC(=O)c1ccccc1Cl)c1ccccn1	-7	?	23%	2.8µM*	15µM*	9%	1.3µM*	17	-21%	24µM*	-12
CCCc1cc(C(=O)N/N=C/c2ccc(C)o2)c2ccccc2n1	-10	-10%	-28%	0%	0%	-5%	10µM*	-18	-12%	-16%	-26
O=C(OCC(=O)N1CCCC1)c1ccc(S(=O)(=O)Nc2ccccc2)cc1	0	-2%	-5%	-3%	-2%	3%	40%	-8	0%	3%	-12
CCOC(=O)c1cc(C#N)c(SCc2cccc3ccccc23)nc1C	1	4%	-4%	6%	-4%	-5%	11%	-3	-4%	-15%	12
COc1ccc(C(C)=O)cc1CC(=O)Nc1cccc(S(=O)(=O)N2CCOCC2)c1	/	-8%	-4%	/	0%	-9%	/	1	-5%	-2%	-1
O=C(CN1C(=O)COc2ccccc21)c1ccc(Cl)cc1	-1	-8%	0%	6%	0%	-1%	7%	-2	-6%	2%	-2
CC1CC(NC(=O)CCn2c(=O)oc3ccccc32)CC(C)(C)C1 (centres undefined)	2	-3%	-5%	-5%	3%	0%	13%	-8	0%	5%	2
COC(=O)c1ccc2[nH]c3c(c2c1)CC(C)CC3 (centres undefined)	-3	-5%	20%	/	?	1%	/	-19	11%	12µM*	?
CN1C2C=C(N(CCc3ccccc3)C(=O)c3ccc(Cl)cc3)CC1CC2 (centres undefined)	1	-4%	-2%	-3%	0%	-2%	-14%	8	-11%	-2%	0
CC12CCC(=O)N1C(C(=O)NCc1ccc(Cl)cc1Cl)CS2 (centres undefined)	/	-4%	8%	/	0%	6%	/	6	-2%	2%	-10
CCCc1nnc(NC(=O)CCC(=O)Nc2ccc(F)cc2)s1	-1	10%	-7%	2%	0%	3%	4%	-4	4%	0%	11
CCSc1nnc(N2C(=O)c3ccc(C(=O)c4ccc(C(=O)O)cc4)cc3C2=O)s1	6	-3%	?	-3%	-3%	11%	0%	4	0%	3%	-8
O=C(CN(C(=O)CCC(=O)Nc1nccs1)C1CCCC1)NCc1ccc2c(c1)OCO2	-2	0%	-4%	-4%	-3%	-3%	-9%	13	-2%	-2%	14
CCOc1ccccc1N1C(=O)CC(Sc2nccc(C)n2)C1=O (centres undefined)	-3	11%	3%	18µM*	0%	4%	25µM*	11	8%	0%	?
O=C(CNC(=O)c1ccc2c(c1)OCO2)Nc1ncccc1O	/	-6%	29%	/	10%	-8%	/	13	?	?	-13
CC(CCc1ccccc1)NC(=O)CSc1nccc(=O)[nH]1 (centres undefined)	5	-2%	-1%	1%	1%	0%	-7%	20	-1%	1%	-4
O=C(COc1ccc(S(=O)(=O)NC2CCCCC2)cc1)N1CCN(c2ccc(F)cc2)CC1	0	4%	-1%	?	-12%	-3%	-4%	-3	-13%	0%	-26
COc1ccccc1CNC(=O)COC(=O)Cn1cnc2ccccc21	2	25%	0%	-2%	-3%	-2%	-5%	-10	-2%	0%	15
Cn1c(=O)oc2cc(S(=O)(=O)NCCC(=O)NCc3ccc(F)cc3)ccc21	/	-3%	2%	-5%	1%	-13%	-7%	2	-4%	-2%&-2%	11
Cc1ccc(S(=O)(=O)N2CCN(C)CC2c2ccccc2)cc1 (centres undefined)	/	15%	-4%	/	2%	0%	/	-11	16%	-1%	12
Carrying on:
SMILES	FBPA coupling cs	uPA surface inh	NPC1 prom act	Gal4-VP16 FLuc	ELG1 genotoxic	Tb PFK inh	RORgamma inh	KCNH2 3.1 inh	Rab9 prom act	FLuc counter	Giardia kill
Cc1ccc(-n2ncc3c(=O)n(Cc4ccccn4)cnc32)cc1C	0	-3%	11%	10%	19%	0%	42%[10 µM]	-14	25%	?	9
Cc1nn(-c2ccccc2)c(C)c1C(=O)OC(C)C(=O)NC1CCCCC1 (centres undefined)	/	0%	/	/	-1%	7%	/	10	/	/	-11
COc1ccc(CC(=O)NNC(=O)CCc2ccccc2)cc1	3	8%	-5%	4%	0%	-2%	10%	4	-8%	-1%	-21
COC(=O)C1C(=O)C2=C(CC1C)NC(=O)CC2c1ccc(O)c(OC)c1 (centres undefined)	3	5%	3%	-5%	0%	0%	-12%	-33	6%	4%	0
Cn1c(Cn2c(=O)sc3ccccc32)nnc1SCC(=O)NCc1ccccc1	0	-2%	-2%	2%	4%	-2%	-33%	-9	-1%	1%	-20
COC(=O)C1=C(N)Oc2cc(C)n(Cc3cccnc3)c(=O)c2C1c1ccccc1OC (centres undefined)	4	3%	-6%	-6%	0%	-4%	-4%	-1	2%	7%	-3
O=C(CCc1c[nH]c2ccccc12)N[C@@H](Cc1c[nH]c2ccc(O)cc12)C(=O)O	2	2%	-2%	-5%	0%	0%	-10%	-3	9%	-10%	0
Cc1ccc([C@H]2C(C#N)=C(N)Oc3cc(C)oc(=O)c32)o1	6	-3%	-1%	?	2%	-1%	-115%	-9	-4%	-5%	28
CCCn1nc(C(=O)NNC(=O)CCOc2ccccc2OCC)c2ccccc2c1=O	/	4%	-4%	/	0%	0%	/	-16	-1%	2%	22
CC1CCCN(c2ccc([N+](=O)[O-])cc2C(=O)c2ccccc2)C1 (centres undefined)	0	0.16µM*	-18%	?	11%	2%	-2%	-1	-21%	1%	-20
COc1ccc(OC)c(CN2CCSCC2)c1	-2	-3%	1%	16%	0%	1%	-35%	-1	-1%	4%	4
O=C(NNS(=O)(=O)c1ccc(F)cc1)C1CCN(S(=O)(=O)c2ccccc2)CC1	-1	-1%	-2%	10%	0%	-7%	-1%	-8	3%	-10%	5
COC(=O)C(Cc1ccccc1)NC(=O)CSc1nc(N)cc(=O)[nH]1 (centres undefined)	-1	-1%	1%	-2%	1%	-5%	-16%	12	?	3%	-5
COc1ccc(S(=O)(=O)NCC(=O)N(CC(=O)NCc2ccco2)Cc2ccccc2)cc1	1	-1%	1%	-2%	-3%	4%	-1%	-24	2%	1%	-3
Cc1cc(C)nc(N2CCC(C(=O)O)CC2)n1	2	-6%	-4%	-2%	-1%	0%	-14%	-12	2%	5%	5
O=C(COc1ccccc1)c1cn(CC(=O)N2CCOCC2)c2ccccc12	0	-1%	0%	-1%	0%	0%	6%	-11	15%	-1%[2.3 µM]	-1
CCCCC(C(=O)N/N=C/c1ccccn1)C(=O)N/N=C/c1ccccn1	5	-3%	0%	-3%	-3%	0%	2%	-6	0%	0%	-7
S=c1[nH]nc(-c2ccc(Cl)cc2)n1Cc1ccccc1	3	11%	-2%	2.8µM*	-1%	-14%	1.8µM*	4	-4%	-2%	7
COc1cc(NC(=S)N2CCN(S(=O)(=O)c3ccc(F)cc3)CC2)cc(OC)c1	1	-1%	5%	-6%	0%	-8%	-41%	/	7%	-3%	6
Cc1cc(C(=O)NNc2ccc(C(C)C)cc2)n(C(C)(C)C)n1	-2	0%	1%	1%	-4%	-4%	41%	-23	1%	0%	-17
O=C(CN1C(=O)NC2(CCc3ccccc32)C1=O)Nc1c(Cl)cccc1Cl (centres undefined)	/	17%	/	/	0%	0%	/	17	/	/	5
CCSc1nc(N)c2c(C)c(C)sc2n1	0	-3%	2%	32%	9%	-3%	?	-12	2%	?	2
CC(C)(C)Nc1nc(NC(C)(C)C)nc(-n2ccnc2)n1	0	-2%	-5%	/	0%	-13%	?	12	-3%	3%	-3
Cc1cccc(OCCCC(=O)Nc2ccc(N(C)C)cc2)c1	-3	2%	?	-22%	?	3%	-19%	-12	?	8.5µM*	-3

Retrieved by compound from above, 2 records:
SMILES	FBPA coupling cs	uPA surface inh	NPC1 prom act	Gal4-VP16 FLuc	ELG1 genotoxic	Tb PFK inh	RORgamma inh	KCNH2 3.1 inh	Rab9 prom act	FLuc counter	Giardia kill
CCCn1nc(C(=O)NNC(=O)CCOc2ccccc2OCC)c2ccccc2c1=O	/	4%	-4%	/	0%	0%	/	-16	-1%	2%	22
COc1ccc(OC)c(CN2CCSCC2)c1	-2	-3%	1%	16%	0%	1%	-35%	-1	-1%	4%	4

Assay outcomes deposited in PubChem BioAssay by National Center for Advancing Translational Sciences (NCATS).
